Screening data as filed in PubChem BioAssay.
AID2073: inhibitors of Mint1-CaV2.2 protein interaction, biochemical, HTRF (AID 2073). inhibition, % at 20 µM; hits with a dose series show IC50 in µM. 0.19% of 290,000 active. HTRF protein-protein interaction, Mint1-CaV2.2; higher % means a stronger effect; in the data active = inhibition mostly above about 51%, no sharp cut-off; inconclusive = no clear call, values can overlap the other calls; inactive = mostly below about 53%; note: some results filed as inactive read as strong as hits
P. falciparum M17LAP: P. falciparum M17LAP inhibitors, primary screen, biochemical, fluorogenic H-Leu-NHMec substrate, 1536-well (AID 1619); recombinant M17LAP, H-Leu-NHMec fluorogenic kinetic assay; higher % means a stronger effect; inhibition, % at 30 µM, or IC50 in µM where a hit was titrated; 0.38% of 220,000 active;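 active = compound inhibiting the enzyme by more than half at any dose during confirmatory dose-response retesting; inconclusive = strong single-dose inhibitors picked by rank but not retested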;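 note: plate controls were full reaction with DMSO carrier for no effect and no enzyme background for full effect; strong numbers were not always called active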
Dynein cargo inh: blocks dynein driven cargo transport along microtubules; 0.47% of 220,000 active; 3617.4 mouse cells, GR-EGFP nuclear translocation imaging; test concentration mostly 20 µM; stimulated with dexamethasone, 1 µM; stronger effect = lower value; AID 1381; z-score, hits read low;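 active = plate z-score of nuclear minus cytoplasmic receptor signal below a set negative limit, without overly bright fluorescence or cell loss, cut at about -3.5 in these data, passing the limit was not always enough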;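 note: z-score of nuclear minus cytoplasmic ring GR-EGFP intensity difference per well; some compounds called inactive have numbers as strong as hits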
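Also added: dexamethasone, 1.0 µM final. Medium: tet-free, stripped-serum medium. Detection: fixed, Hoechst-stained cells imaged at 10x for EGFP. Read-out: nuclear-to-cytoplasmic GR-EGFP distribution per well. Times: induction 48 h, compound 1 h, agonist 30 min.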
M1AAP inhibition: P. falciparum M1AAP inhibitors, biochemical, fluorogenic H-Leu-NHMec substrate, 1536-well (AID 1445). recombinant M1AAP, H-Leu-NHMec fluorogenic kinetic assay; higher % means a stronger effect. one-dose inhibition, % at 30 µM; IC50 in µM for titrated hits. 0.42% of 220,000 active;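 active = primary inhibition above the hit cutoff, then over 50% inhibition at one or more dose response concentrations, cut at about 23% in these data, passing the limit was not always enough; inconclusive = conflicting primary data, or primary hits not chosen for dose response; inactive = low primary inhibition, or under 50% at every dose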;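 note: plate controls were DMSO full reaction for no effect and no enzyme background for full effect; strong numbers were not always called active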
NOD1 NF-kB reporter: NOD1 signaling inhibitors, primary screen, cell-based, luminescence, uHTS (AID 1578); inhibition, % at 4 µM; hits with a dose series show EC50 in µM; NOD1-driven NF-kB luciferase reporter cells, luminescence; higher % means a stronger effect; 1% of 290,000 active; in the data active = inhibition mostly above about 36%, no sharp cut-off; inactive = mostly below about 34%;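 note: HEK-293T reporter cells stimulated with the NOD1 agonist gamma-tri-DAP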
GPR55 activation: GPR55 agonists via beta-arrestin recruitment, primary screen, imaging, U2OS cells, beta-arrestin-GFP redistribution (AID 1961); U2OS GPR55 beta-arrestin-GFP redistribution imaging; higher % means a stronger effect; activation, % at 10 µM; hits with a dose series show EC50 in µM; 0.048% of 290,000 active;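 active = activation above 40% with more than 50 cells counted in the well; inconclusive = wells holding fewer than 50 cells, flagged as toxic or sparse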;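 note: U2OS osteosarcoma cells stably expressing GPR55 and beta-arrestin-GFP; plate controls were DMSO negative control for no effect and LPI positive control for full effect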
KOR beta-arrestin-1: KOR antagonists, beta-arrestin recruitment, cell-based, luminescence, uHTS (AID 1778); inhibition, % at 10 µM; hits with a dose series show IC50 in µM; KOR beta-arrestin recruitment, luminescence, antagonist mode; higher % means a stronger effect; 0.091% of 290,000 active; note: strong numbers were not always called active
KOR beta-arrestin-2: kappa opioid receptor activators – cell-based, luminescence, uHTS, primary screen (AID 1777). KOR beta-arrestin recruitment, luminescence; higher % means a stronger effect. activation, % at 10 µM; hits with a dose series show EC50 in µM. 0.02% of 280,000 active; in the data active = activation above about 50%, passing the limit was not always enough; note: a part of the inactive calls stands beside numbers as strong as those of hits
NOD2 inhibition: inhibition of NOD2-driven NF-kB reporter – cell-based, luminescence, uHTS, HEK293 (AID 1566) | HEK293 NOD2/NF-kB luciferase reporter, luminescence; higher % means a stronger effect | one-dose inhibition, % at 4 µM; EC50 in µM for titrated hits | 0.63% of 290,000 active; note: many of its hits are not listed in these tables
Dynein cargo inh cytoplasmic EGFP: recorded beside Dynein cargo inh, whose call it bears; z-score; measured here: cytoplasmic GR-EGFP intensity; stronger effect = higher value
Dynein cargo inh nuclear GR-EGFP: second read-out of Dynein cargo inh, no call of its own (marks repeat the call); z-score; measured here: nuclear GR-EGFP intensity;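 lower value marks the stronger effect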
Dynein cargo inh cell count: also measured in Dynein cargo inh; calls as there; z-score; measured here: cell count per field
* = called active by the depositor; ? = inconclusive; . = not tested or not shown; [ ] = another dose, or the depositor's remark. Cut-off read from the data, not from the text of the source, unless noted: active = inhibition above about 50%; inactive = the rest.

1	COc1ccccc1N1CCN(C(=O)CSc2nc3ccccc3c(=O)n2CC2CCCO2)CC1 (stereo not drawn)
2	CC(C)c1ccc(NC2CCCN(C(=O)c3cscn3)C2)cc1 (stereo not drawn)
3	O=C(COC(=O)CCCNC(=O)c1ccc(Cl)cc1)Nc1cc(Cl)ccc1Cl
4	O=C1Nc2ccccc2N(O)N1c1ccc(Cl)c(Cl)c1
5	CCOc1ccc2cc(C#N)c(SCC(=O)NC(C)CC)nc2c1 (stereo not drawn)
6	Cn1c(=O)c2ccccc2n(CC(=O)N2CCCc3ccccc32)c1=O
7	C(=N\N1CCOCC1)/c1cccs1
8	Cc1ccc(NC2=Nc3ccccc3N3C2=Nc2c(c(C)nn2-c2ccccc2)C3c2ccc(O)c(O)c2)cc1 (stereo not drawn)

entry no. | 1 | 2 | 3 | 4 | 5 | 6 | 7 | 8
AID2073 | -2.5% | 0.8% | 48.3% | -3.4% | ? | -7.4% | -11.4% | 54.1%
P. falciparum M17LAP | -7.8% | . | 16.6% | 1.6% | -12.1% | . | -2.3% | -7.7%
Dynein cargo inh | -0.5 | . | -0.387 | -0.651 | 1.02 | . | -0.458 | -0.608
Dynein cargo inh cytoplasmic EGFP | -0.179 | . | -0.277 | -0.289 | -0.147 | . | -0.307 | 11.6
Dynein cargo inh nuclear GR-EGFP | -0.145 | . | -0.361 | -0.19 | 0.481 | . | -0.549 | 1.93
Dynein cargo inh cell count | -0.289 | . | 0.488 | 0.437 | -1 | . | 0.883 | -0.0197
M1AAP inhibition | 6.4% | . | 7.0% | 2.1% | -0.2% | . | 5.2% | 8.1%
NOD1 NF-kB reporter | -29.1% | -17.8% | -28.1% | -29.9% | 19.3% | -17.8% | -32.9% | 2.5%
GPR55 activation | -0.1% | -0.1% | -0.3% | -0.5% | -0.3% | -0.2% | -0.2% | -0.1%
KOR beta-arrestin-1 | -3.2% | -20.2% | 3.7% | -24.2% | -18.0% | -1.3% | 8.2% | -16.6%
KOR beta-arrestin-2 | 3.7% | 9.2% | 1.9% | 5.1% | 0.2% | 3.8% | 5.4% | 2.3%
NOD2 inhibition | -0.8% | 4.4% | 5.6% | 4.4% | -8.1% | -9.5% | 4.7% | -15.7%

An excerpt from above in order of their number in Dynein cargo inh cell count, high to low:
| nr | Structure | Dynein cargo inh cell count |
| --- | --- | --- |
| 7 | C(=N\N1CCOCC1)/c1cccs1 | 0.883 |
| 4 | O=C1Nc2ccccc2N(O)N1c1ccc(Cl)c(Cl)c1 | 0.437 |
| 5 | CCOc1ccc2cc(C#N)c(SCC(=O)NC(C)CC)nc2c1 (stereo not drawn) | -1 |

Other compounds:
9	COc1ccc(S(=O)(=O)NCC2CCCN(Cc3ccccc3C)C2)cc1 (stereo not drawn)
10	COc1ccc2ccccc2c1/C=N/NC(=O)c1cc(C)[nH]n1
11	CCN(CC(=O)NC(C)C)C(=O)Cc1ccc(C)c(C)c1
12	COc1cccc(CNC(=O)CSc2ccc(-c3cccs3)nn2)c1
13	CCNS(=O)(=O)c1ccc(NC(=O)Cn2cc([N+](=O)[O-])cn2)cc1
14	CCOC(=O)C1CCCN(S(=O)(=O)c2ccc(F)c(C(=O)Nc3ccc(F)c(F)c3)c2)C1 (stereo not drawn)
15	CNC(=S)N(CCc1c(C)[nH]c2ccc(OC)cc12)Cc1ccco1
16	Cc1cc(-c2ccccc2)nc(N(C)NC(=O)c2cccc(C(F)(F)F)c2)c1S(C)(=O)=O

entry no. | 9 | 10 | 11 | 12 | 13 | 14 | 15 | 16
AID2073 | -0.2% | 18.2% | 3.4% | 7.1% | 1.1% | 12.1% | -15.0% | 1.9%
P. falciparum M17LAP | 1.0% | . | -2.2% | 6.7% | 1.5% | -4.1% | . | 2.3%
Dynein cargo inh | 0.194 | . | -0.884 | -1.27 | -0.0488 | -1.32 | . | -0.259
Dynein cargo inh cytoplasmic EGFP | -0.276 | . | -0.327 | -0.199 | -0.361 | -0.0761 | . | -0.2
Dynein cargo inh nuclear GR-EGFP | 0.238 | . | -0.23 | -0.915 | 0.485 | -0.634 | . | 0.0633
Dynein cargo inh cell count | 0.0582 | . | 2.01 | 0.873 | -0.128 | 0.74 | . | -0.0991
M1AAP inhibition | 2.5% | . | 5.1% | 1.1% | -0.5% | -1.6% | . | 5.9%
NOD1 NF-kB reporter | -39.1% | -10.6% | -11.4% | -42.8% | . | 29.3% | -3.4% | -12.8%
GPR55 activation | 0.5% | -0.1% | -0.6% | 0.0% | 0.9% | 0.0% | 0.4% | 0.3%
KOR beta-arrestin-1 | 18.0% | -18.2% | 0.6% | -7.1% | -3.2% | -35.6% | -3.1% | 2.3%
KOR beta-arrestin-2 | . | 8.6% | -3.5% | -4.1% | -0.4% | 5.0% | -3.3% | 3.1%
NOD2 inhibition | 12.6% | -6.1% | 2.7% | 9.9% | . | -2.0% | 22.6% | 1.6%

17	Cc1cccc(Cn2c(CN3CCN(Cc4ccccc4)CC3)nc3c2c(=O)[nH]c(=O)n3C)c1
18	CC1=C(C(=O)OC(C)C)C(c2cccnc2)C2=C(CCCC2=O)N1 (stereo not drawn)
19	CCOC(=O)N1CCN(c2nc(-c3ccco3)cc(C(F)(F)F)n2)CC1
20	CCOC(=O)N1CCN(c2ccc(C(C)=O)cc2F)CC1
21	C=CCN1C(=O)/C(=C\c2ccc(Cl)cc2)N=C1SCC(=O)NC1CCCCC1
22	Cc1ccc(NC(=O)c2ccccc2)cc1OC(=O)c1ccccc1
23	COC(=O)c1scc(C)c1NC(=O)Cc1ccccc1
24	Cc1ccc(N(CC(=O)NC2CCCCC2)C(=O)CNC(=O)c2ccco2)cc1F

entry no. | 17 | 18 | 19 | 20 | 21 | 22 | 23 | 24
AID2073 | 0.1% | 3.7% | 9.3% | 34.5% | 18.0% | 21.4% | 3.8% | 7.6%
P. falciparum M17LAP | -4.8% | -43.7% | 7.1% | 6.9% | 5.2% | 0.5% | 19.2% | .
Dynein cargo inh | 0.764 | 0.209 | -1.05 | 0.919 | 0.449 | -0.476 | 0.172 | .
Dynein cargo inh cytoplasmic EGFP | -0.209 | -0.27 | -0.358 | -0.269 | -0.28 | -0.17 | -0.237 | .
Dynein cargo inh nuclear GR-EGFP | 0.511 | -0.0823 | -0.481 | 0.737 | 0.343 | -0.762 | -0.295 | .
Dynein cargo inh cell count | 0.535 | -1.75 | 1.21 | 0.419 | 0.245 | 0.0266 | -0.106 | .
M1AAP inhibition | -1.9% | 3.3% | -0.3% | 1.5% | -14.8% | 3.3% | 2.7% | .
NOD1 NF-kB reporter | -35.3% | 16.4% | 22.1% | 35.5% | -59.5% | 2.4% | -3.4% | -20.6%
GPR55 activation | -0.1% | 0.3% | -0.1% | -0.2% | -0.1% | -0.1% | 0.3% | 1.5%
KOR beta-arrestin-1 | -16.3% | 25.7% | 11.4% | -25.7% | -2.8% | -15.9% | -17.1% | -4.8%
KOR beta-arrestin-2 | 6.1% | 15.7% | 1.2% | 4.2% | 1.9% | 7.8% | 8.8% | 3.6%
NOD2 inhibition | -9.7% | -19.4% | 9.3% | 2.0% | 9.9% | -4.7% | 9.7% | 3.0%

25	Cc1[nH]c2ccc(-c3nnc(SCC(=O)c4ccccc4F)o3)cc2c1C
26	COc1ccc(/C=N\NC(=O)c2c(C)nc3ccc(Br)cn23)cc1
27	COC(=O)c1cc(OCC(=O)NC2CCCc3ccccc32)cc(C(=O)OC)c1 (stereo not drawn)
28	CCN1C(=NCCOC)N[C@@H](c2cccs2)C(C(=O)OC)=C1C
29	CC(C(=O)NC1CCCC1)N(C(=O)c1ccc(-c2ccccc2)[nH]1)c1ccccc1F (stereo not drawn)
30	Cn1/c(=N/NC(=O)c2ccccc2F)sc2ccccc21
31	O=c1cc(N2CCCCC2)[nH]c(=O)n1C1CCCCC1
32	COc1cc(C(O)P(=O)(OCCC(C)C)c2ccc(N(C)C)cc2)cc(OC)c1OC (stereo not drawn)
33	O=C(Cc1cccs1)N/N=C/C=C\c1ccccc1[N+](=O)[O-]
34	COc1ccccc1N1CCN(C(=O)CSc2ncccc2-c2nc3ccccc3[nH]2)CC1
35	COc1ccc(OC)c(/C=N/NC(=O)CSc2nnc(C)n2-c2ccccc2)c1

entry no. | 25 | 26 | 27 | 28 | 29 | 30 | 31 | 32 | 33 | 34 | 35
AID2073 | 16.5% | 11.3% | 5.7% | 9.3% | 13.5% | 1.8% | -2.2% | -1.5% | 0.2% | 10.7% | -0.4%
P. falciparum M17LAP | 4.9% | 2.0% | . | . | -8.9% | 21.0% | 0.8% | 7.4% | 5.0% | -33.4% | 0.2%
Dynein cargo inh | -0.57 | -0.668 | . | . | 0.608 | 1.44 | 0.489 | -0.283 | -1.35 | 0.664 | 0.0796
Dynein cargo inh cytoplasmic EGFP | -0.145 | -0.286 | . | . | -0.178 | -0.214 | -0.256 | -0.279 | -0.177 | 0.965 | 0.724
Dynein cargo inh nuclear GR-EGFP | -0.0726 | -0.288 | . | . | -0.121 | 0.7 | 0.636 | -0.0454 | -0.683 | 0.8 | 0.146
Dynein cargo inh cell count | 0.857 | -0.0195 | . | . | -0.257 | 0.279 | -0.559 | 0.0482 | 0.768 | -1.05 | -0.821
M1AAP inhibition | 14.1% | 6.5% | . | . | -8.6% | 3.1% | 7.2% | 2.9% | 10.5% | 7.6% | 4.2%
NOD1 NF-kB reporter | 54.8% | -18.4% | -5.8% | 40.4% | 19.4% | -32.4% | -4.8% | -0.2% | -41.2% | -8.0% | -2.3%
GPR55 activation | 0.0% | 0.9% | -0.2% | -0.2% | 0.0% | -0.2% | 0.3% | 0.2% | 0.0% | -0.1% | 0.2%
KOR beta-arrestin-1 | -13.6% | -99.1% | -6.1% | -43.1%[20 µM] | -1.5% | 7.0% | -22.3% | 14.7% | -29.2% | 0.3% | -21.9%
KOR beta-arrestin-2 | -1.4% | -0.4% | 2.2% | -2.3% | -3.2% | -2.4% | -0.9% | 4.9% | -0.8% | 0.1% | 13.1%
NOD2 inhibition | 25.1% | -2.7% | -41.2% | 9.0% | 12.6% | -6.9% | -16.2% | 6.1% | -9.4% | -21.7% | -2.0%

This is a subset, so the mix of outcomes need not match the whole.
